Mtb UGM inh = Mtb UDP-galactopyranose mutase inhibition; P9WIQ1; purified UGM, fluorescence polarization probe displacement; inhibition, % at 10 µM; 0.06% of 320,000 active; AID 504406; in the data active = inhibition above about 10%, passing the limit was not always enough; inconclusive = no clear call, values can overlap the other calls
Target sequence (P9WIQ1 whole entry, looked up): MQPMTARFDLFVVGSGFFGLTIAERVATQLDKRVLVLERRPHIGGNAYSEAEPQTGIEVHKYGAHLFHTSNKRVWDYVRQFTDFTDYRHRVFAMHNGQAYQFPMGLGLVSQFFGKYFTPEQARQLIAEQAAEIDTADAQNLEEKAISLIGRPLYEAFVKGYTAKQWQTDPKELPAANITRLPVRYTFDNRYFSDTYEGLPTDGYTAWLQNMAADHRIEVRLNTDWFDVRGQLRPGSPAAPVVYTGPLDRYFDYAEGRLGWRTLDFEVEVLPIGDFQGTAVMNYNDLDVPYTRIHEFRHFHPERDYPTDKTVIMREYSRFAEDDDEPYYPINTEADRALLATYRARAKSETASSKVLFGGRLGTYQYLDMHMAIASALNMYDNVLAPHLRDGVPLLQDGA
BoNT-A LC inh2 = BoNT A light chain protease inhibition. inhibition, % at 10 µM. 0.17% of 360,000 active. multiplex microsphere protease substrate cleavage, flow cytometry; in the data active = inhibition above about 30%; inconclusive = no clear call, values can overlap the other calls; note: plate controls were buffer without enzyme for full effect and enzyme alone for no effect
FBA Mtb inh = inhibitors of M. tuberculosis fructose-bisphosphate aldolase; P9WQA3; inhibition, % at 1 µM; purified M. tuberculosis FBA, fluorescence read-out; 2.3% of 360,000 active; AID 588726; in the data active = inhibition above about 27%;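 note: 0% = vehicle and 100% = reference inhibitor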
Target sequence (P9WQA3 whole entry, looked up): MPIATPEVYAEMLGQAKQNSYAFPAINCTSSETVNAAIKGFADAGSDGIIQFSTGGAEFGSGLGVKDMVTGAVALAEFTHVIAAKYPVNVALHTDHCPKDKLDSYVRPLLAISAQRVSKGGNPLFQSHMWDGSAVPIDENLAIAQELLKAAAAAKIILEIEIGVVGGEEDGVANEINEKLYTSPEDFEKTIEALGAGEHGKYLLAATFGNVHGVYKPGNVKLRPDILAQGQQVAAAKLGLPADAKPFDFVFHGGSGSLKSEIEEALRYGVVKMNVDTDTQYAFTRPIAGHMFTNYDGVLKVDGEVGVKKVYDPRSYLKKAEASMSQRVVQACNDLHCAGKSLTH
FadD28 FP inh = M. tuberculosis FadD28 bisubstrate binding inhibition. inhibition, % at 12.5 µM. FadD28 bisubstrate probe binding, fluorescence polarization. 0.22% of 360,000 active; in the data active = inhibition above about 8.5%, passing the limit was not always enough; inconclusive = no clear call, values can overlap the other calls
Mtb BioA inh = blocks M. tuberculosis BioA enzyme activity | inhibition, % at 9.99 µM | purified M. tuberculosis BioA enzyme, plate reader | AID 602481 | 0.096% of 360,000 active; in the data active = inhibition above about 40%; inconclusive = no clear call, values can overlap the other calls
GDH-TPI counter = counter-screen for M. tuberculosis FBA inhibitors: GDH-TPI coupled enzymes; 1.2% of 360,000 active; AID 588335; inhibition, % at 4.8 µM; GDH-TPI coupled enzyme counterscreen, NADH absorbance;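 note: 0% = DMSO wells and 100% = wells lacking the enzyme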
BoNT F protease = inhibitors of Botulinum neurotoxin F light chain protease; Multiplex microsphere protease cleavage assay, flow cytometry; inhibition, % at 10 µM; 0.22% of 360,000 active; in the data active = inhibition above about 35%, passing the limit was not always enough; inconclusive = no clear call, values can overlap the other calls; note: plate controls were buffer without enzyme for full effect and enzyme alone for no effect
PrPC surface inh = cell surface PrPC inhibition, primary TR-FRET screen. inhibition, % at 13.8 µM. P04156. TR-FRET read-out. 0.43% of 370,000 active; in the data active = inhibition above about 24%; note: 0% = median of the test wells and 100% = reference compound wells
CCHF vOTU inh = CCHFV vOTU protease inhibition | inhibition, % at 11.5 µM | Pep-AMC fluorescence | AID 651958 | 0.55% of 370,000 active; note: 0% = vehicle wells with enzyme and 100% = no enzyme wells
Starred values were filed as active, the others as inactive; ? = inconclusive; nt = no result given. Cut-off read from the data, not from the text of the source, unless noted: active = inhibition above about 30%; inactive = the rest. Rows were taken by chance; overall some 4.8% were active at least once.

SMILES	Mtb UGM inh	BoNT-A LC inh2	FBA Mtb inh	FadD28 FP inh	Mtb BioA inh	GDH-TPI counter	BoNT F protease	PrPC surface inh	CCHF vOTU inh
Cc1ccc(S(=O)(=O)NCCC(=O)OCC(=O)N(C)c2ccccc2)cc1	0.5	0.3	-0.7	-1.5	-0.9	5.6	1.3	1.3	10.4
NC(=S)N=Nc1c(O)[nH]c2ccc(F)cc12	2.8	0.6	-0.2	1.0	nt	27.9	-1.5	-43.3	13.1
C=C(C)C(COc1c2occc2cc2ccc(=O)oc12)OC(C)(C)C(O)COc1c2occc2cc2ccc(=O)oc12 (configuration not stated)	nt	0.3	4.5	-0.8	-1.5	10.4	-1.9	-4.0	-1.5
CCOC(=O)c1c(NC(=O)CSc2nncn2C)sc(C)c1C	-1.9	-1.8	1.7	-3.4	-0.9	0.0	-8.5	-7.8	-22.2
COc1ccc(C2C(C#N)=C(N)Oc3cc4c(cc32)OCO4)cc1 (configuration not stated)	-1.9	0.4	0.0	0.4	nt	10.0	-7.7	2.1	5.7
CCOC(=O)C(C)c1c(C)[nH]c(=S)[nH]c1=O (configuration not stated)	0.5	-0.8	-1.6	1.9	nt	11.2	3.7	8.9	14.6
Cc1cc(NCCCOC(C)C)n2c(nc3ccccc32)c1C#N	0.1	2.1	189.9*	-3.7	0.5	4.1	-4.5	7.8	-45.0
CC1CCCC(NC(=O)COC(=O)CCSc2ccccc2)C1C (configuration not stated)	1.8	0.7	-3.6	0.2	-0.5	13.4	4.5	-3.6	-1.0
CCn1nnnc1SCC(=O)c1ccc(C)cc1	1.1	0.0	2.8	1.5	nt	4.6	14.3	5.6	5.0
O=C(c1cc2ccccc2oc1=O)N(Cc1ccccc1F)C1CCS(=O)(=O)C1 (configuration not stated)	1.4	0.4	3.7	-3.5	1.4	7.7	6.3	5.2	-2.4
O=C(O)C1CC1C(=O)N1CCN(c2ccc(Cl)c(Cl)c2)CC1 (configuration not stated)	-0.6	-0.2	3.6	-1.3	-0.1	-3.0	18.6	-7.1	5.1
Cc1ccc(NS(=O)(=O)c2ccc(C(=O)N3CCN(c4ncccn4)CC3)cc2)cc1	0.4	0.3	4.2	1.6	nt	4.3	2.3	18.9	0.8
O=C(CCc1ccccc1)NNC(=O)Cc1ccc(Cl)cc1	0.9	-0.4	-4.7	-4.4	nt	1.6	-4.2	-4.5	-0.8
COC(=O)c1sc(-c2cccs2)cc1N	-1.8	nt	3.5	-0.2	0.8	18.4	nt	-3.1	16.3
CC(=O)NC(Cc1cc(C)ccc1C)C(=O)N1CCN(C(=O)c2ccc([N+](=O)[O-])cc2)CC1 (configuration not stated)	-1.3	0.4	0.2	1.5	-0.1	2.6	-4.3	0.5	7.5
Cc1cccc(NS(=O)(=O)c2ccc(C(C)(C)C)cc2)n1	-1.0	-1.1	23.1	0.0	0.2	9.6	?	10.7	9.7
CCOc1ccc(NC(=S)N(CCc2c(C)[nH]c3ccc(C)cc23)Cc2ccco2)cc1	3.1	-0.6	6.8	-1.5	-1.6	6.6	-12.1	-6.2	4.8
O=C1NC2(CCCCC2)N=C1c1ccc(Br)cc1	3.0	-0.2	-3.6	-3.0	-0.2	4.6	11.9	5.2	-10.0
CCOC(=O)CC(=O)CSc1nc2nc(C)cc(C)n2n1	-0.5	-1.7	0.4	-3.5	0.4	-9.6	-10.8	-0.9	-8.7
Cn1cccc1/C=C1\SC(=S)N(NC(=O)c2ccccc2Cl)C1=O	1.9	3.2	-34.3	-8.5	nt	9.2	-2.2	-17.4	-6.8

Whole records as entered above:
Cc1cccc(NS(=O)(=O)c2ccc(C(C)(C)C)cc2)n1 across the screens: Mtb UGM inh = -1.0; BoNT-A LC inh2 = -1.1; FBA Mtb inh = 23.1; FadD28 FP inh = 0.0; Mtb BioA inh = 0.2; GDH-TPI counter = 9.6; BoNT F protease = ?; PrPC surface inh = 10.7; CCHF vOTU inh = 9.7
O=C(CCc1ccccc1)NNC(=O)Cc1ccc(Cl)cc1 across the screens: Mtb UGM inh = 0.9; BoNT-A LC inh2 = -0.4; FBA Mtb inh = -4.7; FadD28 FP inh = -4.4; Mtb BioA inh = nt; GDH-TPI counter = 1.6; BoNT F protease = -4.2; PrPC surface inh = -4.5; CCHF vOTU inh = -0.8
CC1CCCC(NC(=O)COC(=O)CCSc2ccccc2)C1C (configuration not stated) across the screens: Mtb UGM inh = 1.8; BoNT-A LC inh2 = 0.7; FBA Mtb inh = -3.6; FadD28 FP inh = 0.2; Mtb BioA inh = -0.5; GDH-TPI counter = 13.4; BoNT F protease = 4.5; PrPC surface inh = -3.6; CCHF vOTU inh = -1.0

Next part
SMILES	Mtb UGM inh	BoNT-A LC inh2	FBA Mtb inh	FadD28 FP inh	Mtb BioA inh	GDH-TPI counter	BoNT F protease	PrPC surface inh	CCHF vOTU inh
CSc1ccc(CN(C)CC(=O)N(C)CC(=O)Nc2ccccc2Br)cc1	-1.9	-1.5	5.5	nt	1.4	8.4	-5.0	-1.7	4.2
CCOC(=O)C(C)n1cnc2c1c(=O)[nH]c(=O)n2C (configuration not stated)	3.7	1.0	2.4	-1.0	-1.4	9.4	-6.9	-5.5	6.7
Cc1ccc(OC(=O)COc2ccccc2)c(-n2nc3ccccc3n2)c1	2.2	0.4	0.7	-1.0	-0.3	4.6	-10.0	3.0	8.9
S=c1[nH]ccn1-c1cccc(Cl)c1	-1.4	1.0	-0.7	-0.7	-1.2	0.8	0.9	9.6	8.3
O=C(CCc1nc2ccccc2c(=O)[nH]1)Nc1nnc(SCc2ccc(F)cc2)s1	-0.1	2.8	0.9	-4.9	nt	-7.2	7.8	2.7	-0.3
O=C(COC(=O)c1ccc2c(c1[N+](=O)[O-])C(=O)c1ccccc1C2=O)NC1CC1	0.0	-0.2	-1.2	-1.3	nt	-2.9	2.0	-46.9	11.3
Cn1c(=O)c2c(ncn2CC(=O)NC(C)(C)C)n(C)c1=O	-3.0	-0.6	-0.7	-5.7	0.6	-8.2	-7.0	0.7	-6.0
O=C(NCc1ccccc1Cl)C1CCN(C(=O)c2ccc(F)cc2)CC1	nt	-0.7	-3.0	-3.9	0.1	-6.2	-9.0	-9.4	-7.3
CCOc1ccc(OCCN2C(=O)c3ccccc3C2=O)cc1	-3.5	2.0	-0.6	-3.3	1.5	1.0	-3.8	3.3	1.1
CCOC(=O)CNC(=O)CN1C(=O)CCS(=O)(=O)c2ccccc21	-0.3	0.4	5.9	-2.3	0.1	11.8	-3.5	9.1	5.9
Cc1ccc(C(=O)N/C(=C\c2cccs2)C(=O)NCCc2c[nH]c3ccccc23)cc1	0.0	-0.8	0.1	1.3	nt	20.6	-3.0	-6.5	6.6
Cc1ccc(C(=O)/C=C/c2ccccc2[N+](=O)[O-])cc1	1.8	-1.2	-1.6	-2.9	nt	14.3	-3.1	-1.0	-1.7
CC(=O)N1N=C(c2ccc(Br)cc2)CC1c1ccc(Br)cc1 (configuration not stated)	nt	0.1	-2.2	-3.0	0.5	0.9	-4.6	4.8	8.1
CCc1ccc(/C=C/C(=O)c2ccc(N3CCOCC3)cc2)cc1	0.4	3.5	-0.1	0.2	nt	7.7	-3.0	7.8	18.2
COC(Cn1c(-c2cccc(S(=O)(=O)N(C)C)c2)n[nH]c1=S)OC	-4.1	-1.3	1.6	0.5	nt	1.9	-0.6	-4.8	6.8
CCn1c(SCc2ccccc2)nnc1C1CCCCC1	-2.1	-0.1	-3.2	-4.3	4.2	0.8	1.0	-3.6	0.4
COc1ccc(C(=O)NNC(=O)CN2CCC(n3nnc4cc(C(F)(F)F)ccc43)CC2)cc1	2.8	0.6	2.2	-2.0	-1.0	-2.4	7.1	3.1	6.5
Nc1c(Sc2ccccc2)c(=O)[nH]c(=O)n1Cc1ccccc1	-0.5	1.0	0.4	-2.4	21.8	-0.8	1.3	-1.9	7.2
CC(C)CC[n+]1ccn(C2=C([O-])c3ccccc3C(=O)/C2=N\S(=O)(=O)c2ccccc2)c1	1.4	0.2	-5.6	-3.6	1.5	15.8	2.4	nt	nt
Nc1ccc(-n2nc(C(F)(F)F)cc2C(F)(F)F)cc1	-2.0	-3.1	-3.7	-3.4	-2.0	6.1	?	-7.6	10.1

A second format for part of the listing above.
Cc1ccc(C(=O)/C=C/c2ccccc2[N+](=O)[O-])cc1
  Mtb UGM inh = 1.8
  BoNT-A LC inh2 = -1.2
  FBA Mtb inh = -1.6
  FadD28 FP inh = -2.9
  Mtb BioA inh = nt
  GDH-TPI counter = 14.3
  BoNT F protease = -3.1
  PrPC surface inh = -1.0
  CCHF vOTU inh = -1.7
CCn1c(SCc2ccccc2)nnc1C1CCCCC1
  Mtb UGM inh = -2.1
  BoNT-A LC inh2 = -0.1
  FBA Mtb inh = -3.2
  FadD28 FP inh = -4.3
  Mtb BioA inh = 4.2
  GDH-TPI counter = 0.8
  BoNT F protease = 1.0
  PrPC surface inh = -3.6
  CCHF vOTU inh = 0.4
Cn1c(=O)c2c(ncn2CC(=O)NC(C)(C)C)n(C)c1=O
  Mtb UGM inh = -3.0
  BoNT-A LC inh2 = -0.6
  FBA Mtb inh = -0.7
  FadD28 FP inh = -5.7
  Mtb BioA inh = 0.6
  GDH-TPI counter = -8.2
  BoNT F protease = -7.0
  PrPC surface inh = 0.7
  CCHF vOTU inh = -6.0

Four entries from above, as a markdown table.
| molecule | Mtb UGM inh | BoNT-A LC inh2 | FBA Mtb inh | FadD28 FP inh | Mtb BioA inh | GDH-TPI counter | BoNT F protease | PrPC surface inh | CCHF vOTU inh |
| --- | --- | --- | --- | --- | --- | --- | --- | --- | --- |
| Cc1ccc(OC(=O)COc2ccccc2)c(-n2nc3ccccc3n2)c1 | 2.2 | 0.4 | 0.7 | -1.0 | -0.3 | 4.6 | -10.0 | 3.0 | 8.9 |
| S=c1[nH]ccn1-c1cccc(Cl)c1 | -1.4 | 1.0 | -0.7 | -0.7 | -1.2 | 0.8 | 0.9 | 9.6 | 8.3 |
| O=C(CCc1nc2ccccc2c(=O)[nH]1)Nc1nnc(SCc2ccc(F)cc2)s1 | -0.1 | 2.8 | 0.9 | -4.9 | nt | -7.2 | 7.8 | 2.7 | -0.3 |
| O=C(COC(=O)c1ccc2c(c1[N+](=O)[O-])C(=O)c1ccccc1C2=O)NC1CC1 | 0.0 | -0.2 | -1.2 | -1.3 | nt | -2.9 | 2.0 | -46.9 | 11.3 |

Continued:
SMILES	Mtb UGM inh	BoNT-A LC inh2	FBA Mtb inh	FadD28 FP inh	Mtb BioA inh	GDH-TPI counter	BoNT F protease	PrPC surface inh	CCHF vOTU inh
COCC(=O)NNC(=O)Cc1ccc(Cl)cc1	0.0	0.0	1.1	-4.2	nt	2.3	0.4	-0.2	1.8
COc1cc(/C=C2\SC(N3CCC(C)CC3)=NC2=O)ccc1O	4.8	-1.6	-12.9	-1.8	-5.5	14.5	-10.3	-22.2	18.4
O=C(Nc1ccc([N+](=O)[O-])cc1)Nn1cnnc1	-2.6	-1.0	2.3	1.2	-0.3	27.8	3.5	36.6*	2.1
CCN1CCN(CCNC(=O)Nc2ccc([N+](=O)[O-])cc2)CC1	2.4	0.1	-0.7	-2.0	-1.4	-3.8	-9.5	-2.0	-9.4
N#CC1=C(N)C(C#N)(C#N)C2(CCC3(CC2)OCCO3)C2CC3(CC=C12)OCCO3 (configuration not stated)	-2.6	0.0	3.8	-1.1	-0.3	4.0	-2.5	1.1	7.4
CCc1nnc(SCC(=O)Nc2ccc3c(c2)OCO3)o1	2.1	1.0	0.4	0.0	0.2	-4.8	-4.5	12.5	6.2
CC(C)NC(=O)c1cnc(Sc2ncc(C(F)(F)F)cc2Cl)n1C	-3.4	0.3	0.7	-2.1	1.1	4.1	2.3	0.9	-7.3
CC1CC1C(=O)N(C)CC(=O)Nc1ccccc1Br (configuration not stated)	-1.0	0.0	-0.6	-0.2	-1.9	-0.3	2.8	2.0	-0.8
COc1ccc(-n2cc(CNCc3cnc4ccccn34)c(-c3cccc(F)c3)n2)cc1	0.1	-2.6	16.4	-4.6	nt	1.9	-20.7	0.6	9.6
CCCN(C(=O)CSCc1ccccc1C)c1c(N)n(Cc2ccccc2)c(=O)[nH]c1=O	2.2	-3.1	5.1	-1.4	nt	-2.8	0.0	-3.2	-9.0
O=C(CSc1nc2c(c(=O)[nH]1)CN(Cc1ccc(F)cc1)CC2)Nc1ccc(F)cc1	-1.5	-0.1	-1.0	-3.8	nt	4.0	-4.5	4.4	6.2
CN1C2CCC1/C(=C\c1ccccc1)C(=O)/C2=C\c1ccccc1	2.7	0.1	-2.4	-0.5	0.6	29.6	-1.8	2.2	4.1

Screening results (PubChem BioAssay)
